High-throughput results from PubChem.
FXIIa inh – factor XIIa (human) inhibition | inhibition, % at 5 µM | purified FXIIa, Boc-QGR-AMC fluorogenic substrate, 2 h | hit rate 0.3% among 220,000; in the data active = inhibition above about 40%;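 note: 0% = enzyme with no compound and 100% = blank without enzyme; many of its hits are not listed in these tables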
Target sequence (P00748 20-372 limits assumed): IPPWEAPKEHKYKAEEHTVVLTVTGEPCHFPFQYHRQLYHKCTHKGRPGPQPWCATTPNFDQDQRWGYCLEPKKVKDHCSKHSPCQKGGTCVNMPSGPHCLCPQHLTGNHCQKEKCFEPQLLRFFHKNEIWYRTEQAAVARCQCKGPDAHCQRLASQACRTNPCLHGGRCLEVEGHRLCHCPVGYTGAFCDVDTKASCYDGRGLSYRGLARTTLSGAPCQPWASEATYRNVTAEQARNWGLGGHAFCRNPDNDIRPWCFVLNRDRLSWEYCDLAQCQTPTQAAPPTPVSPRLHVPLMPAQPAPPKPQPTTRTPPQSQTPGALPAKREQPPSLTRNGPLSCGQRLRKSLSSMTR
Target sequence (P00748 373-615 limits assumed): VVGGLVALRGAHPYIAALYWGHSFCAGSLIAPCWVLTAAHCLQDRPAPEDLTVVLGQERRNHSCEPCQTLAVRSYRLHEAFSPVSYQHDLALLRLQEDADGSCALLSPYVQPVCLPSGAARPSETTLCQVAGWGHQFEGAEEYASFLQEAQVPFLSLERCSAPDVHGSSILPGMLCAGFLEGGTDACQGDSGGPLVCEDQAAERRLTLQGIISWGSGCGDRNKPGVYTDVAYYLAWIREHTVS
TbHK1 inh – blocks Trypanosoma brucei hexokinase 1 activity | hit rate 0.11% among 220,000 | inhibition, % at 10 µM | recombinant TbHK1, G6PDH-coupled NADH A340;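 active = inhibition of 50% or more in the single-dose primary screen; inactive = inhibition below 50%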
CHOP inh – inhibitors of CHOP induction in ER stress response; AID 2732; hit rate 3.8% among 220,000; inhibition, % at 10 µM; CHO-K1 CHOP-promoter luciferase, tunicamycin-induced, 15-18 h;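 active = compounds that reduced the stress-induced luciferase reporter signal by more than about 70% of percent inhibition, limit read from the data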;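 note: 0% = tunicamycin plus vehicle and 100% = wells without tunicamycin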
Wee1 stabilizer – inhibitors of human Wee1 degradation; P30291; HeLa Luc-Wee1K328M stability, luciferase luminescence; 100% = proteasome inhibitor MG132 effect; reporter increase, % at 5 µM; hit rate 1.2% among 220,000;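 active = activation above the mean of all tested compounds plus 3 SD, set per screening run, cut at about 8.8% in these data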;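 note: cells exposed to compound for 20 h before luminescence read; 0% = DMSO alone and 100% = MG132 at 30 µM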
FXIa inh – blocks human coagulation factor XIa protease activity. P03951. purified FXIa, Boc-Glu-Ala-Arg-AMC fluorogenic substrate. inhibition, % at 5 µM. hit rate 0.14% among 220,000. AID 798;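 active = inhibition of at least 40%; inactive = inhibition below 40%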;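 note: fluorescence of freed AMC excited at 355 nm; 0% = enzyme without compound and 100% = no enzyme blank; many of its hits are not listed in these tables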
zVAD death inh – blocks zVAD induced death of L929 cells; L929 zVAD necroptosis rescue, ATP luminescence, 24 h; with zVAD 60 µM; viability rescue, % at 10 µM; hit rate 0.38% among 220,000; AID 1377;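 active = activation, scaled between plate controls, above about 75%, limit read from the data; inactive = activation under that limit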;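 note: 0% = zVAD with DMSO and 100% = DMSO alone without zVAD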
TNF necrop inh – blocks TNF-alpha induced death of Jurkat FADD-/- cells | AID 463075 | hit rate 0.068% among 220,000 | Jurkat FADD-/- TNF necroptosis rescue, ATP luminescence, 24 h; 0 = TNF only, 100 = no-TNF cells | activation (protection from cell death), % at 10 µM;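 active = activation, meaning protection from cell death, of at least 50% relative to plate controls; inactive = activation below 50%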;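 note: necroptosis triggered by 40 ng/mL TNF-alpha added together with compound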
PGE2 EP2 inh – inhibitors of human EP2 prostaglandin E2 receptor; inhibition, % at 25 µM; C6 glioma cells expressing human EP2, cAMP TR-FRET; cells stimulated with saturating PGE2; AID 1422; hit rate 0.52% among 260,000; P43116;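 active = percent inhibition above 40 after rounding to a whole number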;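 note: rat C6 glioma host cells with rolipram phosphodiesterase inhibitor present; the protocol text gives 20 µM as final concentration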
Target sequence (P43116 whole entry, looked up): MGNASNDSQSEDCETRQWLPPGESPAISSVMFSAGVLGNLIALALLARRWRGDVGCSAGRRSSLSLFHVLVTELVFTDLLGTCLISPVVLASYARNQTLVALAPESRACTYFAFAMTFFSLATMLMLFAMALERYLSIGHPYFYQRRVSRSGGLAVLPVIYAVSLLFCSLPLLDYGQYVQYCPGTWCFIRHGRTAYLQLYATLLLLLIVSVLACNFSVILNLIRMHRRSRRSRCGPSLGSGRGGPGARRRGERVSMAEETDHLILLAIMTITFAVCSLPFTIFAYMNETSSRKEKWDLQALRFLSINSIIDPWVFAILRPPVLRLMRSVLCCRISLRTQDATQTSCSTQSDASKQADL
PPC-1+TRAIL kill – compounds killing PPC-1 cancer cells with TRAIL present (potentiator screen, no TRAIL-free arm); hit rate 0.41% among 220,000; PPC-1 cells + TRAIL, ATPLite viability luminescence; cell killing (% activity), % at 4 µM; AID 1443;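 active = cell killing above 50% in the first pass at 4 µM, then a duplicate retest at 5 µM averaging 50% or more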;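 note: plate controls were cells with TRAIL plus DMSO for no effect and medium-only wells lacking cells for full effect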
Active calls of the source: *; nt = not tested or not shown; & = joins results of further samples. These rows are one share of the data; rates above refer to the full screens.

Value order – FXIIa inh	TbHK1 inh	CHOP inh	Wee1 stabilizer	FXIa inh	zVAD death inh	TNF necrop inh	PGE2 EP2 inh	PPC-1+TRAIL kill
> CCON1C(=O)CN(C(=O)OC)C1c1ccc(Cl)cc1Cl (stereo unspecified)
    12.7	-1.9	-4.4	6.5	6.0	-0.1	-1.6	18.5	3.0
> COC(=O)c1[nH]c2cc(OC)ccc2c1NC(=O)CN1CCC(C(N)=O)(N2CCCCC2)CC1
    3.2	8.0	-5.1	-0.9	-3.6	-0.5	0.1	15.2	3.1
> COc1ccccc1C(=O)N=Nc1c(O)[nH]c2ccc([N+](=O)[O-])cc12
    11.7	-4.2	-26.0	1.8	4.5	0.9	-5.4	8.9	9.4
> COCCn1nnnc1C(c1cccs1)N1CCN(c2nc3ccccc3s2)CC1 (stereo unspecified)
    -11.7	-15.4	47.6	-1.9	-6.9	0.4	0.2	2.4	17.7
> CNC(=O)/C=C1\NC(C)(C)Cc2c1ccc1ccccc21
    -2.7	-13.5	36.9	-2.9	-7.9	0.3	-1.9	15.7	19.6
> Cc1occc1C(=O)NCc1ccccn1
    18.8	-2.5	5.4	1.4	7.9	-0.3	0.8	11.5	-1.0
> CCOc1ccc(-n2cnnn2)cc1S(=O)(=O)NCCc1ccc(OC)c(OC)c1
    -6.2	0.7	4.7	-1.0	-4.5	-0.1	-1.1	10.7	2.1
> C=CCOc1c(OC)cc(/C=N/Nc2cccc(C(=O)O)c2)c(Br)c1Br
    -0.4	-4.6	25.7	4.1	4.2	0.8	-4.8	5.5	20.3
> CCCCN1C2=C(C(=O)CCC2)C(c2ccc(Cl)c(Cl)c2)C2=C1c1ccccc1C2=O (stereo unspecified)
    7.4	-6.4	45.0	-0.4	-11.1	0.1	-13.3	5.4	-0.5
> CCC(NS(=O)(=O)c1cnn(CC)c1)c1ccccc1 (stereo unspecified)
    3.0	-7.3	-7.1	-1.0	1.3	0.8	-1.7	2.4	3.6
> CCOCCn1c(SCCCc2ccccc2)nc2c1c(=O)[nH]c(=O)n2C
    8.9	1.5	9.8	1.1	6.6	-0.2	-1.6	16.6	21.7
> CCN(CC)S(=O)(=O)c1cc(Br)ccc1OC
    5.8	-2.5	-0.5	-1.8	-0.6	0.8	0.2	13.0	2.9
> Cc1ccc(NC(=S)N2CCCC(CO)C2)c(C)c1 (stereo unspecified)
    8.8	-2.4	7.0	-2.3	0.9	-0.2	0.9	1.6	23.9
> CCc1ccccc1NC(=O)Cn1nnc(C(=O)NCc2cccs2)c1N
    2.8	-6.3	16.6	8.3	-2.9	0.9	-7.7	5.9	-17.5
> CCOC(=O)c1ccc(NC(=O)c2nc[nH]c2C(=O)N[C@@H](CC(C)C)C(=O)OCc2ccccc2)cc1
    2.6	-6.5	-23.2	nt	-3.8	-0.4	-0.2	3.9	15.6
> CCOc1ccc2nc(SCc3ccc(C(=O)OC)o3)[nH]c2c1
    5.8	1.1	-27.6	-1.2	0.3	2.2	19.1	11.4	-1.5
> Cc1cc(C(F)(F)F)n(-c2nc(C(=O)N/N=C/c3ccc(F)cc3)cs2)n1
    3.5	-4.6	-2.9	-0.7	6.3	0.0	-8.6	5.1	4.5
> CN(C)c1ncc(CN2CCC(CO)(CCCc3ccccc3)CC2)s1
    4.8	-2.6	-11.0	3.5	-1.9	0.0	4.2	8.7	-2.0
> COc1ccc(C2CC(c3ccc4ccccc4c3)=NN2C(=O)CN2C(=O)CCC2=O)cc1 (stereo unspecified)
    nt	-3.3	28.0	-1.7	-2.5	1.6	-4.3	8.6	32.2
> CC(=O)CSc1nc2ccccc2o1
    22.2	-5.9	-6.1	-0.6	11.4	0.6	-0.1	4.1	2.4
> O=C(COC(=O)/C=C/c1ccco1)Nc1ccc(F)cc1Cl
    nt	-10.4	1.8	-0.9	-1.3	1.7	0.8	16.1	5.3
> Cc1cccc(-c2noc(C3CCCCC3)n2)c1
    6.6	6.7	49.1	2.2	2.0	-0.2	-1.1	1.4	-1.6
> CCOC(=O)C1(CCCc2ccccc2)CCN(C(=O)c2cc(C)nc(C)n2)CC1
    8.1	-10.3	26.2	4.2	-2.3	0.6	0.0	8.6	11.5
> CC(C)c1cc(NC(=O)CCl)on1
    6.6	3.1	-72.9	-2.0	-5.0	-1.5	-9.9	6.2	21.0
> COCCn1cnc2c1c(=O)n(CC(=O)OCC(=O)NCC(F)(F)F)c(=O)n2Cc1ccccc1
    5.8	-5.8	-0.5	-3.3	-3.1	0.0	0.8	10.2	-0.2
> N#CC1=C(N)Oc2cc(O)ccc2C1c1ccccc1 (stereo unspecified)
    -3.8	2.6	20.8	1.1	-10.7	-2.2	-10.9	4.6	-9.8
> COc1cccc(N2C(=O)C3CCCN3C2c2cccs2)c1 (stereo unspecified)
    4.6	-5.5	10.5	-0.5	-2.7	0.6	0.8	3.2	8.9
> O=C(N/N=C/c1ccc[nH]1)c1sc2ccccc2c1Cl
    10.5	-2.0	8.9	0.4	3.1	-0.1	-13.9	13.3	7.2
> CCc1ccc(C(=O)COC(=O)c2nn(C)c(=O)c3ccccc23)cc1
    2.1	-4.2	31.1	0.9	-3.1	1.2	0.1	8.3	-6.1
> O=C(CN1C(=O)C2CC=CCC2C1=O)Nc1nnc(SCc2c(Cl)cccc2Cl)s1 (stereo unspecified)
    9.8	-0.3	39.9	-1.8	-3.2	0.5	0.3	9.5	13.9
> Cc1ccc(C(=O)N(CN2CCCC2=O)c2ccc(F)cc2)cc1C
    4.7	-0.7	13.3	-1.7	-6.2	-0.2	-0.9	4.0	3.7
> O=C(NCC1CCCO1)c1cc(-c2ccccc2)on1 (stereo unspecified)
    17.2	3.3	-16.6	2.7	0.3	1.9	-10.5	6.4&7.4	6.6
> CSc1ncccc1C(=O)Nc1ccc(OC(F)(F)F)cc1
    2.1	-0.2	13.2	3.7	-1.9	-0.5	-0.4	5.0	17.1
> Cc1ccc(-c2nn(-c3ccccc3)cc2C=C2C(=O)CC(C)(C)CC2=O)cc1
    -13.3	5.5	98.4*	1.2	-9.4	0.8	-14.2	22.6	nt
> COc1ccc(C(=O)Nc2ccc(N3CCN(c4ccc(OC)cc4)CC3)c(C#N)c2)cc1
    3.4	-13.8	-6.0	2.1	46.8*	2.7	3.6	12.1	2.9
> O=C(O)C1C2C=CC(C2)C1C(=O)NCc1ccc(Cl)c(Cl)c1 (stereo unspecified)
    0.8	35.7	28.3	-1.8	-8.6	0.3	1.3	3.0	14.1
> COc1cccc2c1OCC(CN1CCN(C3CCCCC3)C(CCO)C1)=C2 (stereo unspecified)
    6.9	4.9	0.9	3.1	-3.3	-0.7	2.8	3.6	5.4
> O=C(CSc1nc(-c2ccccc2)cc(C(F)(F)F)n1)NCCN1CCOCC1
    3.9	-13.6	33.4	-1.6	-4.7	-1.0	-2.0	21.1	8.8
> C=C(C)c1cccc(C(C)(C)NC(=O)Nc2ccccc2OCC)c1
    8.1	19.5	42.0	1.4	-4.0	0.2	0.5	5.7	4.3
> O=C(NCc1ccc2c(c1)OCO2)c1n[nH]c(=O)c2ccccc12
    7.8	-6.4	24.1	-2.6	-2.6	2.2	0.7	6.8	14.7

Copied from the results shown (4 entries):
Value order – FXIIa inh	TbHK1 inh	CHOP inh	Wee1 stabilizer	FXIa inh	zVAD death inh	TNF necrop inh	PGE2 EP2 inh	PPC-1+TRAIL kill
> O=C(N/N=C/c1ccc[nH]1)c1sc2ccccc2c1Cl
    10.5	-2.0	8.9	0.4	3.1	-0.1	-13.9	13.3	7.2
> CCc1ccc(C(=O)COC(=O)c2nn(C)c(=O)c3ccccc23)cc1
    2.1	-4.2	31.1	0.9	-3.1	1.2	0.1	8.3	-6.1
> O=C(CN1C(=O)C2CC=CCC2C1=O)Nc1nnc(SCc2c(Cl)cccc2Cl)s1 (stereo unspecified)
    9.8	-0.3	39.9	-1.8	-3.2	0.5	0.3	9.5	13.9
> Cc1ccc(C(=O)N(CN2CCCC2=O)c2ccc(F)cc2)cc1C
    4.7	-0.7	13.3	-1.7	-6.2	-0.2	-0.9	4.0	3.7

Going on with the list.
| smiles | FXIIa inh | TbHK1 inh | CHOP inh | Wee1 stabilizer | FXIa inh | zVAD death inh | TNF necrop inh | PGE2 EP2 inh | PPC-1+TRAIL kill |
| --- | --- | --- | --- | --- | --- | --- | --- | --- | --- |
| CC(C)NC(=O)NC(=O)COC(=O)Cc1c(F)cccc1Cl | 0.4 | 2.0 | 14.6 | -0.4 | -5.5 | 2.3 | 1.6 | 3.5 | 9.0 |
| CC1(C)Cc2c(c(=S)nc(-c3ccccc3)n2CCOCCO)CO1 | 8.5 | -54.9 | 28.7 | 4.8 | 4.2 | 0.4 | -0.7 | 8.9 | 7.4 |
| CN(Cc1ccno1)C(=O)CC1C(=O)NCCN1CC(c1ccccc1)c1ccccc1 (stereo unspecified) | 12.2 | -8.3 | 26.8 | -1.6 | 3.1 | 0.0 | 1.4 | 2.1 | 23.0 |
| COCCN(C(=O)c1ccccc1F)c1c(N)n(Cc2ccccc2)c(=O)[nH]c1=O | 5.1 | 0.4 | -18.3 | 2.8 | -0.9 | 1.8 | 0.9 | 0.9 | -41.9 |
| Oc1c(Br)cc(C=Nc2ccc3nc(-c4ccccc4)[nH]c3c2)c(O)c1Br | 9.6 | -38.4 | 2.2 | -2.6 | 3.8 | 5.0 | -4.4 | 20.1 | 16.6 |
| CCOC(=O)c1cnc(-n2nc(C)cc2C)nc1Oc1ccc(C(=O)OC)cc1 | 8.2 | -0.5 | 9.0 | -2.0 | -0.1 | -0.5 | -0.4 | 8.5 | 3.9 |
| Cn1c2ccccc2c2cc(C(=O)O)ccc21 | 16.6 | -11.1 | 16.8 | 3.0 | 8.9 | -0.1 | 1.3 | 5.0 | 10.2 |
| CN(C)/C=N/C(=S)Nc1ccccc1F | -1.6 | -6.9 | -32.1 | 0.2 | -8.9 | 0.1 | 0.1 | 1.0 | 7.4 |
